# GLP1R ag: activates the human GLP-1 receptor. AID 624172. 0.007% of 380,000 active. Potency, µM (highest dose often 45.6 µM), for the others: at the top dose activation, usual class: activators. HEK293 GLP-1R CRE-luciferase, luminescence, 4-6 h; cells express a hypersensitive GLP-1R form. P43220; also: % of control where 0% means no effect
# Target sequence (P43220 whole entry, looked up): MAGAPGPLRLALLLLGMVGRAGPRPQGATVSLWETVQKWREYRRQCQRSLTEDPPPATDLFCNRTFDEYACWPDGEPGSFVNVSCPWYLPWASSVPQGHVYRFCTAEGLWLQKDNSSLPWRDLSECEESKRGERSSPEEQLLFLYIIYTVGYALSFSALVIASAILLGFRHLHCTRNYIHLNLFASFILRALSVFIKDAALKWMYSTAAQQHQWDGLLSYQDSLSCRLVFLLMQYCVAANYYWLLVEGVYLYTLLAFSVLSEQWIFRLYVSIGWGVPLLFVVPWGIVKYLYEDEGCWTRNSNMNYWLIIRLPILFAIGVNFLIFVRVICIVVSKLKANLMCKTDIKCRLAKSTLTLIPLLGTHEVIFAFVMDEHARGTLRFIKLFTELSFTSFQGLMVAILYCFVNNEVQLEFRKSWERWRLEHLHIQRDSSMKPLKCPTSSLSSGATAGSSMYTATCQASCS
# KB-V1 MDR tox: KB-V1 MDR subline cytotoxicity; AID 1347076; KB-V1 MDR cells viability, CellTiter-Glo, 72 h; 3.4% of 400,000 active; Potency, µM (top dose mostly 46.1 µM), for inactives: top-dose activity change, negative = cytotoxicity, hits mostly cytotoxic; also: % is scaled to controls: 0 for no effect and ±100 for the full control effect; nearly all actives have a fitted effect of over 60% in size
#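 Cytotoxicity via CellTiter-Glo luminescence after 72 h compound exposure at 37 degrees C. Cells: drug-selected KB-V1 line, DMEM phenol-red free plus 10% FBS. Compounds tested at multiple concentrations; normalized data fitted to concentration-effect curves.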
# HEK293 tox: cytotoxicity counter-screen for GLP-1 receptor inverse agonists; HEK293 cAMP-luciferase reporter cells, luminescence, 24 h; Potency, µM (series often up to 38.3 µM), inactives show at the top dose activity change, negative = inhibition, most hits filed as inhibitors; 0.13% of 410,000 active; AID 624418;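 also: loss of luciferase light is scored as toxicity; % is scaled to controls: 0 for no effect and ±100 for the full control effect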
#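 1536-well qHTS counterscreen of the MLSMR; 200 cells/uL, 12 h pre-incubation, 23 nL cpd, 24 h at 37 deg C 5% CO2, luciferase detection reagent, 12 min RT, luminescence. Inhibition = undesired.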
# HT1080 IDH1KD tx: HT-1080 IDH1 knockdown cell toxicity (counter line) | HT-1080 IDH1 knockdown viability, ATP luminescence, 48 h | Potency, µM (doses to about 46.1 µM), for inactives: at the highest dose activity, negative = toxicity, actives largely listed as cytotoxic | 2% of 360,000 active | AID 686971;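 also: 0% = DMSO wells and -100% = cell-free medium wells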
#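 Assay cells: HT-1080 with IDH1 knockdown, 750 per well, RPMI/5% FBS. Exposure: 48 h at 37 °C following 2 h pre-incubation. Read: CellTiter-Glo luminescence; fitted concentration-response, curve class assigned.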
# KB-3-1 tox: kills parental KB-3-1 adenocarcinoma cells | Potency, µM (doses to about 46.1 µM), for the others: top-dose activity change, negative = cytotoxic, hits mostly cytotoxic | 1.4% of 400,000 active | AID 1347075 | KB-3-1 viability, CellTiter-Glo ATP luminescence, 72 h; also: % is scaled to controls: 0 for no effect and ±100 for the full control effect; nearly all actives have a fitted effect of over 60% in size
#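 Viability of parental KB-3-1 cells, measured by CellTiter-Glo luminescence, followed a 72 h incubation at 37 °C with pinned compounds in phenol-red-free DMEM containing 10% FBS.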
# GLP1R inv ag: GLP-1 receptor (human) inverse agonism | P43220 | HEK293 GLP-1R CRE-luciferase, luminescence, 24 h; GLP-1R form is constitutively active | Potency, µM (series often up to 38.3 µM), for the others: top-dose activity change, negative = inhibition, usual class: inhibitors | 1.6% of 410,000 active; also: % is scaled to controls: 0 for no effect and ±100 for the full control effect; nearly all actives have a fitted effect of over 55% in size
#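 Inverse agonism was detected as reduced cAMP-driven luciferase luminescence after 24 h compound treatment. The cells were HEK293 clones expressing constitutively active human GLP-1R with the reporter. Reporter-only and GPR119 cell lines served as counterscreen controls.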
# HT1080NT lethal: kills 2HG-producing HT-1080-NT fibrosarcoma cells; HT-1080-NT fibrosarcoma viability, CellTiter-Glo ATP luminescence, 48 h; Potency, µM (titrated, usually from 46.1 µM), inactives show top-dose activity, negative = less viability, hits mostly cytotoxic; 1.6% of 360,000 active;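 also: NT is the 2HG producing partner of a matched IDH1 knockdown line; 0% = DMSO-treated cells and -100% = media-only wells without cells; nearly all actives have a fitted effect of over 55% in size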
#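 HT-1080-NT; 750 cells/well; 5% FBS RPMI; 48 h compound, 37 degrees C; CellTiter-Glo luminescence; curve fitting and curve-class assignment.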
# SW480 rereplic: induces DNA re-replication in SW480 colon adenocarcinoma cells; Potency, µM (top dose mostly 46.1 µM), for inactives: at the top dose re-replication activation, usual class: activators; SW480 DNA re-replication, Hoechst DNA content imaging, 48 h; AID 624297; 1.8% of 340,000 active; also: % of control where 0% means no effect; nearly all actives have a fitted effect of over 55% in size
#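 Image-based read-out: total Hoechst fluorescence of nuclei (405 nm excitation, 500-530 nm emission), with hits raising the fraction of high-intensity nuclei. SW480 colon cells incubated 48 hr with compounds at 37 C.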
# TDP-43 yeast inh: rescues yeast growth from TDP-43 toxicity; TDP-43 expressing yeast growth rescue, BacTiter-Glo, 24 h; Potency, µM (doses to about 46.1 µM), inactives show at the top dose growth rescue (activation), most hits filed as activators; 1.8% of 410,000 active; AID 652104; also: % of control where 0% means no effect; nearly all actives have a fitted effect of over 50% in size
#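 Cell-based yeast growth screen: TDP-43 expression induced in galactose, inoculum OD600=0.02 after raffinose pregrowth to mid-log. Read-out BacTiter-Glo luminescence at 24 hr, 30 deg C; inhibition of toxicity seen as signal increase.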
# * marks the source's active call; other numbers are inactive results; ? = inconclusive; . = no result given; & = joins results of further samples; [ ] = another dose, or the depositor's remark. Calls follow the shape of the dose curve; as a rule, active = well fitted curve in the direction sought with a large enough effect; inconclusive = small, poorly fitted or top-dose-only effect, or another doubt; inactive = no such curve, though single readings can be large; an effect the other way counts as inactive or inconclusive. Potency is read from the fitted curve at half-maximal effect.
SMILES,GLP1R ag,KB-V1 MDR tox,HEK293 tox,HT1080 IDH1KD tx,KB-3-1 tox,GLP1R inv ag,HT1080NT lethal,SW480 rereplic,TDP-43 yeast inh
O=C1C(CCCNC(=S)NCc2ccccc2)NC(=S)N1Cc1ccccc1 (stereo not given),-4%,4%,-8%,0%,2%,?,-10%,4%,16%
C=CCN1C=C2C(=O)C(C)(OC(=O)c3ccc(OC)cc3)C(=O)C(c3ccco3)=C2C=C1CCCC (stereo not given),-1%,0%,11%,0%,-3%,0%,-5%,-4%,9%
COc1ccc(OC)c(S(=O)(=O)Nc2ccc3c(c2)OCCO3)c1,0%,-18%,3%,-8%,-4%,?,-1%,.,14%
O=C(OCc1cn(Cc2ccccc2)nn1)c1ccccc1,13%,-3%,6%,-1%,4%,15%,0%,-5%,0%
CNC(=O)c1cc(S(=O)(=O)Nc2ccc3c(c2)OCCO3)ccc1C,0%,-5%,-8%,0%,19%,25%,3%,-8%,2%
Cc1onc(-c2ccccc2Cl)c1C(=O)NNC(=O)c1ccc(F)cc1,2%,28%,1%,4%,0%,-1%,19%,-18%,-12%
C=CCn1c2ccccc2c2nn(C)c(=S)nc21,24%,-4%,-4%,-7%,-1%,64%[activator],-18%,-2%,?
Brc1ccc2nc(-c3ccccc3)c(Cc3ccsc3)n2c1,3%,14%,-10%,-12%,0%,-19%,-10%,.,?
O=C1C2CCCCN2C(=O)N1CCCN1CCN(c2ccc(F)cc2)CC1 (stereo not given),-3%,-2%,-11%,1%,-1%,-3%,-1%,-4%,-11%
CCOC(=O)c1ccc(S(=O)(=O)N2CCC(C(=O)OCC)CC2)cc1,5%,11%,8%,?,-4%,0%,8%,5%,-17%
CCCc1cc(=O)oc2cc(C)cc(OCC(=O)Nc3ccc(S(N)(=O)=O)cc3)c12,-7%,0%,6%,-21%,-1%,-7%,-19%,-4%,-4%
CC(=O)Nc1cccc(/C(C)=N/NC(=O)c2ccc(NS(=O)(=O)c3cccs3)cc2)c1,4%,19%,?,-5%,0%,5%,-21%,?,0%
COc1ccc(N2CCN(C(=O)C(CCSC)N=C3NS(=O)(=O)c4ccccc43)CC2)cc1 (stereo not given),-3%,7%,-20%,10%,0%,-19%,2%,-5%,4%
O=C(N/N=C/c1ccncc1)c1cc([N+](=O)[O-])cc([N+](=O)[O-])c1,-11%,-18%,17%,8%,18%,9%,23%,-6%,9%
Cc1cc(SCc2ccccc2Cl)nc(=O)[nH]1,0%,16%,2%,9%,1%,-1%,22%,-2%,10%
CCc1ccc2c(c1)NC(=O)C2(C)Cc1cccc(F)c1 (stereo not given),15%,-8%,-3%,-12%,-1%,?,-10%,.,0%
COc1ccccc1CN(C)C(=O)c1cnc(C)cn1,2%,22%,7%,5%,4%,11%,0%,-28%,9%
CC(C)(C)C(=O)OCc1nc(-c2ccc(F)cc2)cs1,1%,5%,0%,29%,23%,-1%,25%,-8%,15%
O=C(Nc1cccc2cccnc12)c1cccc2ccccc12,1%&14%,-2%&-26%,-5%&15%,28%,-7%&-1%,16%&17%,4%,?,-1%&-10%
Cc1cccc(-c2oc(C)c(C)[n+]2[O-])c1,3%,22%,1%,-3%,-4%,11%,5%,-3%,-15%
CSc1nc(N2CCN(c3ccccc3)CC2)cc(N2CCN(c3ccccc3)CC2)n1,8%,-27%,13%,29%,0%,-11%,17%,7%,8%
CC(C)[C@H](NC(=O)N1CCn2c1nc1ccccc12)C(=O)NC1CC1,4%,-2%,-9%,2%,4%,7%,3%,-2%,14%
Clc1cccc(Cl)c1CNC1CCCC1,7%,-1%,-2%,-4%,10%,-3%,-2%,0%,-9%
COc1ccc(/C(C)=N\NS(C)(=O)=O)c(OC)c1,14%,4%,-1%,14%,0%,14%,18%,0.58µM*,13%
O=S1(=O)CC(N2CCCCC2)CN1Cc1ccccc1 (stereo not given),7%,-3%,5%,14%,0%,7%,7%,.,9%
CCOC(=O)CN1CC23C=CC(O2)C(C(=O)NCc2ccc(C)cc2)C3C1=O (stereo not given),-2%,1%,-5%,7%,-3%,11%,0%,1%,12%
CCOc1ccc(NC(=S)N2CCC(NC(=O)C3CCCCC3)CC2)cc1,4%,1%,20%,12%,10%,3%,2%,-26%,3%
Cc1ccc(C(=O)Nc2ccc(Cl)cn2)cc1,-7%,6.5µM*,-21%,10µM*,?,?,16µM*,-4%,-2%
COC(=O)CCN(C1CCCCC1)S(=O)(=O)c1ccc(S(=O)(=O)N2CCCCC2)cc1,-3%,?,6%,24%,-1%,8%,-26%,11%,-14%
COc1ccc(CNC(=O)c2ccc(Cl)c(NC3=NC4CS(=O)(=O)CC4S3)c2)cc1 (stereo not given),1%,?,17%,-1%,-2%,1%,-1%,1%,0%
CCc1ccc(NC(=O)Nc2c(C)n(C)n(-c3ccccc3)c2=O)cc1,7%,56%,16%,13%,0%,-6%,-6%,-13%,-17%
COc1ccc(OC)c(NC(=O)CSc2c3c(nc4ccccc24)CCCC3)c1,.,-3%,?,.,19%,?,.,.,30%
Cc1ccccc1C(=O)N1CCC(C(=O)Nc2sccc2C(N)=O)CC1,-1%,20%,-3%,-1%,7%,-11%,3%,-28%,10%
CC(=O)Oc1cccc(C(=O)Nc2ccc3c(c2)C(=O)N(CC2CCCO2)C3=O)c1 (stereo not given),1%,.,-2%,14%,.,-1%,1%,-2%,3%
Cc1cc(N2CCCC2)nc(-c2ccccc2O)n1,-2%,-16%,-1%,0%,-12%,2%,0%,-2%[9.22 µM],2%
CCc1ccc(NC(=O)c2cc3c([nH]c2=O)CC(C)(C)CC3=O)cc1,.,-4%,-2%,.,12%,13%,.,.,2%
Oc1ccccc1N1CCN(c2ncnc3scc(-c4ccc(F)cc4)c23)CC1,9%,-5%,-8%,?,-26%,?,?,?,22µM*
CC1CCCN(C(=O)COC(=O)C2CCN(S(=O)(=O)c3ccc4c(c3)OCCO4)CC2)C1 (stereo not given),1%,-11%,13%,-2%,1%,10%,-1%,-5%,-4%
CCOc1ccc(NCC(=O)c2ccc(C)cc2)cc1,-2%,-8%,-15%,-29%,-10%,-19%,-20%,3%,-4%
O=c1c(F)cn(C2CCCO2)c(=O)n1Cc1c(F)cccc1Cl (stereo not given),23%,-24%,12%,-5%,-1%,6%,-4%,0%,-4%
COc1ccc(-n2nnc3c(=O)n(CC(=O)N4CCC(Cc5ccccc5)CC4)cnc32)cc1,-3%,0%,3%,16%,15%,0%,15%,-6%,7%
COc1ccc2c(c1)c(CC(=O)Nc1cc(C)c(OC)c(C)c1)c(C)n2C(=O)c1ccc(Cl)cc1,.,6%,7%,.,5%,-3%,.,.,13%
CCc1cccc(C)c1NC(=O)CSc1nc(C)cc(C)c1C(=O)Nc1ccccc1,.,-13%,-15%,.,-5%,-31%,.,.,21%
O=C(NCC(c1cccs1)N1CCOCC1)c1ccccc1NS(=O)(=O)c1ccc(Cl)c([N+](=O)[O-])c1 (stereo not given),-1%,?,-25%,-2%,4%,?,-11%,-4%,11%
Cc1cc2c(cc1S(=O)(=O)NCc1ccccc1)OCC(=O)N2,-2%,5%&-19%,2%&-3%,0%,-8%&-3%,30%&14%[activator],0%,-10%,14%
O=C(O)CC1C(=O)NCCN1Cc1ccc(F)c(F)c1 (stereo not given),0%,0%,3%,6%,24%,19%,-8%,-2%,15%
Cc1ccc2sc(N(CCN(C)C)C(=O)c3ccc4ccccc4c3)nc2c1C,-4%,-18%,4%,0%,?,19%,-1%,?,-14%
COc1cc(/C=N/N2C(=O)c3ccccc3C2=O)ccc1O,3%,4%,15%,2%,0%,10%,4%,-228%[inhibitor],-18%

# An excerpt from above in order of SMILES length, low to high:
SMILES,GLP1R ag,KB-V1 MDR tox,HEK293 tox,HT1080 IDH1KD tx,KB-3-1 tox,GLP1R inv ag,HT1080NT lethal,SW480 rereplic,TDP-43 yeast inh
O=C(O)CC1C(=O)NCCN1Cc1ccc(F)c(F)c1 (stereo not given),0%,0%,3%,6%,24%,19%,-8%,-2%,15%
Cc1cc2c(cc1S(=O)(=O)NCc1ccccc1)OCC(=O)N2,-2%,5%&-19%,2%&-3%,0%,-8%&-3%,30%&14%[activator],0%,-10%,14%
Cc1ccc2sc(N(CCN(C)C)C(=O)c3ccc4ccccc4c3)nc2c1C,-4%,-18%,4%,0%,?,19%,-1%,?,-14%

# Other records:
SMILES,GLP1R ag,KB-V1 MDR tox,HEK293 tox,HT1080 IDH1KD tx,KB-3-1 tox,GLP1R inv ag,HT1080NT lethal,SW480 rereplic,TDP-43 yeast inh
Cc1cc(NC(=O)CSc2nnc(C3COc4ccccc4O3)n2N)no1 (stereo not given),0%,1%,-2%,-3%,14%,4%,-4%,-7%,8%
CCOC(=O)CSc1ncc(-c2ccccc2)nn1,6%,-1%,-4%,1%,0%,-4%,7%,-4%,3%
Cc1cc(C)cc(SCc2noc(C(=O)NCc3ccccc3)c2C(=O)NCc2ccccc2)c1,5%,-4%,-14%,-1%,0%,0%,1%,-30%,3%
CC(C)(Oc1ccc(Cl)cc1)C(=O)NCC1CCCO1 (stereo not given),0%,11%,-1%,-10%,0%,-4%,-6%,-2%,-10%
Cc1cc(N)nc2nc(C(F)(F)F)nn12,-16%,1%,15%,28%,5%,-5%,16%,-6%,0%
O=C(COC(=O)Cn1cnc2ccccc21)Nc1cc2c(cc1Cl)C(=O)c1ccccc1C2=O,-7%,-24%,-5%,-10%,0%,39%[activator],-7%,0%,18%
CC(C)c1ccc(C2NC(=S)NC3=C2C(=O)CC(C)(C)C3)cc1 (stereo not given),-2%,?,-5%,-1%,5%,?,0%,0%,13%
COc1ccc(-c2noc(CCCc3ccccc3)n2)cc1OC,16%,?,3%,10%,4%,2%,-1%,2%,?
CC(=O)Nc1ccc(NC(=O)CSC2=NS(=O)(=O)c3cc(F)ccc3N2)cc1,-1%,22%,1%,14%,17%,23%,19%,?,-22%

# Screening results (PubChem BioAssay)
